Screening data: PubChem BioAssay, several laboratories
GPR55 LPI antagonism: GPR55 antagonists blocking LPI-driven arrestin recruitment, primary screen, imaging, U2OS, beta-arrestin-GFP, LPI agonist (AID 2013). 290,000 compounds, 0.13% hits. U2OS GPR55 beta-arrestin-GFP translocation imaging, LPI antagonism; higher % means a stronger effect. inhibition, % at 10 µM, or IC50 in µM where a hit was titrated;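 active = spots per cell inhibited over 60%, with over 100 cells counted and total cytoplasm intensity under 500,000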;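 also: U2OS cells stably carrying GPR55 and arrestin-GFP stimulated by 5 µM LPI near EC80; imaged beta-arrestin-GFP aggregate spots per cell after agonist stimulation; plate controls were LPI-stimulated DMSO wells for no effect and DMSO wells without LPI for full effect; some results filed as inactive read as strong as hits; confirmed hits need IC50 under 10 µM and bright autofluorescent wells are also inconclusive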
Myeloid diff MLP: compounds promoting myeloid differentiation; ER-HoxA9 myeloid progenitors, lysozyme-GFP differentiation, flow cytometry; calls only at 10 µM; 360,000 compounds, 1% hits; AID 624256;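 active = normalized GFP-positive differentiation at or above the plate's own cutoff, the solvent-only control mean plus 3 SD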;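 also: cells exposed to compound for four days before flow analysis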
HIV peptide binding: cell-free HIV fusion peptide-binding blockers – biochemical, uHTS, fluorescence dequenching, primary screen (AID 1986); cell-free peptide binding, fluorescence dequenching, 30 min; higher % means a stronger effect; inhibition, % at 20 µM, or IC50 in µM where a hit was titrated; 290,000 compounds, 0.3% hits; in the data active = inhibition mostly above about 52%, no sharp cut-off; inactive = mostly below about 76%; also: some results filed as inactive read as strong as hits
SIAH1 antagonists: Siah-1 peptide-binding antagonists, primary screen, biochemical, fluorescence polarization, rhodamine-plectin, uHTS (AID 1817); Siah-1 / rhodamine-plectin peptide fluorescence polarization; higher % means a stronger effect; displacement, % at 20 µM; hits with a dose series show IC50 in µM; 290,000 compounds, 0.02% hits;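 active = displacement of at least 50% at 20 µM, with a fluorescence ratio check between 0.3 and a set limit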;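 also: plate controls were Siah plus tracer with DMSO for no effect and tracer alone without Siah for full effect; strong numbers were not always called active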
Salmonella PhoP GFP: PhoP-dependent GFP reporter repression – Salmonella Typhimurium, primary screen (AID 1863); 300,000 compounds, 0.16% hits; S. Typhimurium PhoP-regulated promoter GFP reporter, 4 h; higher % means a stronger effect; inhibition, % at 50 µM, or IC50 in µM where a hit was titrated;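 active = inhibition over 29.93%, a cutoff 3 SD above the screen mean, later confirmed by dose response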;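 also: 0% = low Mg2+ inducing control and 100% = high Mg2+ repressing control; strong numbers were not always called active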
Rac1 GTP hydrolysis: MgcRacGAP GTPase-activating activity inhibitors, confirmation, biochemical, ADP Hunter fluorescence | MgcRacGAP-stimulated Rac1 GTP hydrolysis, ADP Hunter fluorescence; higher % means a stronger effect; GST-tagged Rac1 F28L mutant substrate | one-dose inhibition, % at 30 µM; IC50 in µM for titrated hits | 340,000 compounds, 0.6% hits | AID 624330;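 active = first-screen hits whose inhibition reached a set limit at any dose in the follow-up dose series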;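 also: fluorescence reports GDP produced by GAP-driven GTP hydrolysis; strong numbers were not always called active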
GPR35 antagonists: inhibition of zaprinast-stimulated GPR35 beta-arrestin translocation – imaging, U2OS, beta-arrestin-GFP, zaprinast agonist, primary screen (AID 2058) | U2OS GPR35 beta-arrestin-GFP translocation imaging, zaprinast antagonism; higher % means a stronger effect | 290,000 compounds, 0.052% hits | inhibition, % at 10 µM, or IC50 in µM where a hit was titrated;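 active = inhibition of at least 50% with at least 30 cells and total cytoplasm GFP at most 10,000,000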
NTR1 ag: NTR1-driven beta-arrestin-GFP spot formation – imaging, U2OS cells, high content, primary screen (AID 493036). P30989. agonist mode. activation, % at 20 µM. 330,000 compounds, 0.17% hits;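 active = activation at or above 40% of the spot to cytoplasm intensity ratio, with at least 20 cells analyzed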;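 also: 0% = DMSO without peptide and 100% = 100 nM NTR1 peptide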
Target sequence (P30989 whole entry, looked up): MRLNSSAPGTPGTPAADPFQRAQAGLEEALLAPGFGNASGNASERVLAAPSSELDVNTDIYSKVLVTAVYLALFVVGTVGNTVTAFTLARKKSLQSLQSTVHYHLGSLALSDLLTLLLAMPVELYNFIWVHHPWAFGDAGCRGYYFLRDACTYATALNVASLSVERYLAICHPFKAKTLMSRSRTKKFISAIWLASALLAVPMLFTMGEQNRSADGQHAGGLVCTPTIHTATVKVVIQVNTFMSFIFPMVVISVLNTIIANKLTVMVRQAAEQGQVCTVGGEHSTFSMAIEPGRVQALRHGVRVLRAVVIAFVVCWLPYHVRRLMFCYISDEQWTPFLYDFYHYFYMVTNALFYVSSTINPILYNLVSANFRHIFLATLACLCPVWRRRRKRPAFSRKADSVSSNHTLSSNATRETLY
LYP inhibition: inhibitors of LYP phosphatase, biochemical, fluorescence intensity, uHTS (AID 1779). recombinant LYP phosphatase, fluorescence intensity; higher % means a stronger effect. inhibition, % at 11.5 µM, or IC50 in µM where a hit was titrated. 290,000 compounds, 0.054% hits; in the data active = inhibition above about 50%;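 also: plate controls were vehicle with enzyme for no effect and no enzyme for full effect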
NTR1 ag cell count 20 µM: further read-out of NTR1 ag, marked with its call; cell count; measured here: cell count, cytotoxicity flag
Myeloid diff MLP GFP+ MAC1+ %: second read-out of Myeloid diff MLP, no call of its own (marks repeat the call); GFP+ MAC1+ double positive, %; measured here: differentiation confirmed by MAC1 staining
* marks the source's active call; other numbers are inactive results; i = inactive; nt = not tested or not shown; + = active, no number.

SMILES	GPR55 LPI antagonism	Myeloid diff MLP	Myeloid diff MLP GFP+ MAC1+ %	HIV peptide binding	SIAH1 antagonists	Salmonella PhoP GFP	Rac1 GTP hydrolysis	GPR35 antagonists	NTR1 ag	NTR1 ag cell count 20 µM	LYP inhibition
CCN1CCN(S(=O)(=O)c2ccc3c(c2)NC(=O)CS3)CC1	17%	i	2.5	-2.6%	2%	11%	-25%	31%	-0.4	50	-10%
COCCNC(=O)C(=O)N/N=C(\C)CC(=O)Nc1ccc(Cl)cc1Cl	-4%	i	0.5	0.1%	23%	4%	10%	-10%	-2.8	54	-2%
COc1ccc(N2CC(C(=O)OCC(=O)c3ccc(C)cc3)CC2=O)cc1 (centres undefined)	-3%	+	1.1*	0.4%	3%	-3%	-1%	4%	1.5	59	-5%
CCCn1c(SCC(=O)Nc2ccc(C(=O)Nc3ccccc3OC)cc2)n[nH]c1=O	2%	i	0.6	-0.9%	4%	0%	3%	-28%	1.8	50	-4%
COc1ccc(Cc2nc(-c3cccc(C)c3)no2)cc1	-3%	i	1.4	-1.9%	2%	3%	8%	7%	1.3	42	0%
O=C(CC1Sc2ccccc2NC1=O)NNC(=O)Nc1ccc(Cl)cc1 (centres undefined)	6%	i	1.1	0.1%	-3%	-5%	5%	-1%	1.8	62	-4%
COc1ccc(NC(=S)NC(=O)c2ccccc2)cn1	-12%	i	0.6	0.2%	-7%	nt	9%	-1%	1.4	55	-8%
CN(C)S(=O)(=O)c1ccc(-c2csnn2)s1	6%	i	0.8	1.5%	0%	7%	6%	3%	2.3	54	-6%
O=C(NC(=S)NNS(=O)(=O)c1ccccc1)c1cccnc1	-2%	nt	nt	-3.6%	-8%	6%	13%	15%	-0.9	95	-7%
O=C(CSc1ccc(-c2ccccn2)nn1)c1ccc([N+](=O)[O-])cc1	-5%	i	0.3	-0.9%	-4%	-3%	11%	12%	6.6	54	-3%
S=c1[nH]c(-c2ccccc2)cn1/N=C/c1cccs1	-6%	i	0.5	0.0%	-1%	-4%	8%	-9%	2.9	49	-8%
CC(C)CN(C(=O)COC(=O)C1CC1)c1c(N)n(Cc2ccccc2)c(=O)[nH]c1=O	nt	i	1.4	nt	nt	3%	-3%	nt	-0.5	67	nt

3 entries from above, sorted by the value under SIAH1 antagonists, lowest first.
canonical_smiles | GPR55 LPI antagonism | Myeloid diff MLP GFP+ MAC1+ % | HIV peptide binding | SIAH1 antagonists | Salmonella PhoP GFP | Rac1 GTP hydrolysis | GPR35 antagonists | LYP inhibition
COc1ccc(NC(=S)NC(=O)c2ccccc2)cn1 | -12% | 0.6 | 0.2% | -7% | nt | 9% | -1% | -8%
COc1ccc(Cc2nc(-c3cccc(C)c3)no2)cc1 | -3% | 1.4 | -1.9% | 2% | 3% | 8% | 7% | 0%
COCCNC(=O)C(=O)N/N=C(\C)CC(=O)Nc1ccc(Cl)cc1Cl | -4% | 0.5 | 0.1% | 23% | 4% | 10% | -10% | -2%

Additional results follow.
SMILES	GPR55 LPI antagonism	Myeloid diff MLP	Myeloid diff MLP GFP+ MAC1+ %	HIV peptide binding	SIAH1 antagonists	Salmonella PhoP GFP	Rac1 GTP hydrolysis	GPR35 antagonists	NTR1 ag	NTR1 ag cell count 20 µM	LYP inhibition
COC(=O)c1ccc(C(NC(=O)OCc2ccccc2)/C(F)=C/[C@@H](C)C(=O)NCc2ccc(OC)c(OC)c2)cc1 (some centres undefined)	4%	i	1.0	3.4%	4%	6%	12%	11%	-1.1	48	-5%
Cc1ccc(NC(=O)c2ccc(-c3nn(C)c(=O)c4ccccc34)cc2)cc1	13%	+	3.8*	-0.2%	1%	-2%	4%	10%	4.9	77	-3%
COc1ccc(CC(=O)OCC(=O)Nc2ccc3[nH]c(=O)[nH]c3c2)cc1	nt	i	0.9	nt	nt	2%	7%	nt	-1.0	66	nt
CC(NC(=O)c1ccccc1O)c1ccccc1 (centres undefined)	6%	i	6.7	-1.1%	-2%	-10%	7%	-11%	1.9	50	-3%
Cc1ccc(C(=O)C(C)Oc2cccc(NC(=O)c3ccco3)c2)cc1 (centres undefined)	9%	i	0.6	-1.3%	-8%	6%	2%	11%	2.4	60	-4%
CCOC(=O)N1CCN(S(=O)(=O)c2c(C)[nH]c(=O)[nH]c2=O)CC1	13%	i	1.6	-1.5%	-6%	21%	3%	14%	-0.4	43	-2%
O=C(OCc1c(Cl)cccc1Cl)c1cccnc1Cl	7%	i	2.4	-0.5%	-3%	23%	4%	3%	-2.3	89	-6%
CC1CCCCC1NC(=O)c1cn(C)c2ccc(S(=O)(=O)N3CCCC3)cc2c1=O (centres undefined)	14%	i	2.1	-1.0%	3%	-7%	1%	-3%	4.2	61	-2%
Cc1ccccc1C(=O)Nc1cccc(C(=O)Nc2ccccc2C(=O)O)c1	18%	i	0.7	6.5%	3%	-3%	10%	-15%	-0.9	70	-8%
COc1ccc(NC(C)=O)c(C)c1	12%	i	1.3	4.8%	0%	-1%	-4%	0%	0.1	34	-5%
COCCNc1oc(-c2ccccc2Cl)nc1C#N	0%	i	3.3	0.9%	-1%	1%	8%	12%	0.9	51	-6%
Cc1cc2oc(=O)cc(CN3CCN(C/C=C/c4ccccc4)CC3)c2cc1O	3%	i	1.2	-1.3%	-1%	2%	9%	-11%	2.8	69	-5%
N#CCCN(C(=O)COc1ccc(Br)cc1F)c1ccc(F)cc1	-1%	i	0.1	-0.6%	3%	5%	7%	-3%	-0.1	46	-8%
CCCCc1cc(=O)oc2c(C)c(OCC(=O)N3C[C@H]4C[C@@H](C3)c3cccc(=O)n3C4)ccc12	8%	i	2.8	2.6%	0%	-10%	1%	1%	8.4	90	-2%
N=c1sccn1CC(=O)Nc1cccc(S(N)(=O)=O)c1	-8%	i	0.5	-1.0%	1%	-5%	9%	5%	4.1	52	-6%
CC(=O)N1CCC(C(=O)NC2CC(C)(C)Cc3c2cnn3-c2ccc(F)cc2)CC1 (centres undefined)	3%	i	0.6	-0.3%	6%	-6%	6%	7%	1.7	62	2%
O=CNNC(=O)c1cccc([N+](=O)[O-])c1	-6%	i	0.2	-2.9%	2%	3%	6%	-10%	4.6	90	-8%
CN1CCN(C2Cc3ccccc3Sc3ccc(Cl)cc32)CC1 (centres undefined)	nt	i	4.6	nt	nt	-5%	6%	nt	0.9	43	nt
Cc1cccc(COCC(Cc2ccccc2)N2CCN(C(=O)c3ccc(C(F)(F)F)cc3)CCC2=O)c1 (centres undefined)	-7%	i	1.2	1.4%	0%	6%	8%	-18%	14	66	10%
Cc1c(Cl)cccc1NC(=S)NCc1ccc(F)cc1	8%	i	1.3	2.3%	2%	-1%	7%	-6%	1.1	61	-8%
COCCN1Cc2cccc(C(=O)Nc3ccc(C)cc3)c2C1=O	1%	i	0.2	-2.2%	10%	4%	8%	-12%	6.4	84	-3%
CCN(CC)CC(=O)Nc1ccc(/C(C)=N/NC2=NCCN2)cc1	17%	i	0.2	0.4%	14%	-8%	13%	-8%	2.7	74	-2%
O=C(CSCc1ccc(Cl)cc1)Nc1nccs1	21%	i	3.2	-1.5%	5%	-2%	8%	17%	-0.4	55	-2%
Cc1noc2ncnc(Oc3ccc(F)cc3)c12	6%	i	0.7	1.2%	-1%	-4%	4%	4%	1.4	53	-2%
CCOC(=O)C(NC(=O)N1CCCCC1)(c1ccccc1)C(F)(F)F (centres undefined)	24%	i	1.1	0.3%	11%	-7%	7%	-9%	0.8	86	-2%
Cc1ccc(Cn2nc(C)c(NC(=O)CCCn3nc(C)c([N+](=O)[O-])c3C)c2C)cc1	11%	i	2.1	-0.9%	7%	5%	4%	2%	-0.6	54	-5%
COc1ccc(OC)c(NC(=O)COC(=O)CN(C)S(=O)(=O)c2ccc(C)cc2)c1	5%	i	2.1	1.1%	5%	-7%	8%	7%	0.8	54	-3%
c1ccc2c(c1)Cc1cc(CN3CCOCC3)ccc1-2	8%	i	6.5	1.8%	1%	15%	1%	9%	2.2	53	-10%
Cc1ccc(NS(=O)(=O)c2cc(-c3n[nH]c(=O)c4ccccc34)ccc2C)cc1	-11%	+	nt	-0.6%	4%	7%	0%	-2%	7.1	59	0%
CCOc1c(O)ccc(C2NC(=O)N(C)C(C)=C2C(=O)OC)c1[N+](=O)[O-] (centres undefined)	15%	i	0.6	1.5%	0%	7%	6%	1%	0.5	63	4%
O=C(Nc1ccc(Cl)cc1)c1sccc1-n1cccc1	-2%	i	0.9	-1.2%	14%	2%	11%	-5%	1.0	76	0%
COc1cc(OC)cc(-n2nnnc2SCC(=O)Nc2nc3c(s2)CCCC3)c1	-5%	i	0.3	-1.0%	0%	-5%	11%	-10%	7.6	53	-3%
CC(C)CNS(=O)(=O)c1ccc(CCC(=O)N2CCN(c3ccc(F)cc3)CC2)cc1	13%	i	1.0	-1.4%	4%	3%	7%	-6%	2.7	35	0%
Nc1nonc1-n1nnc(C(=O)N/N=C/c2ccccc2)c1CSc1ccccc1	-8%	i	0.2	-0.5%	2%	-1%	nt	-4%	2.4	48	-4%
C=C(C)C1CC=C(C)/C(=N/NC(=O)c2ccc(NC(=O)c3cccc(C)c3)cc2)C1 (centres undefined)	-3%	i	1.8	0.0%	2%	-5%	3%	3%	2.5	70	10%
CC(=NCc1ccc2c(c1)OCO2)C1=C(O)c2ccccc2C1=O	-4%	i	1.4	-2.8%	1%	14%	11%	4%	0.1	45	0%
COC(=O)c1cc(NC(=O)c2cccnc2)ccc1N1CCOCC1	-6%	i	0.5	-0.3%	0%	-9%	-2%	-5%	1.1	45	-13%
COc1ccc(OC)c(-c2csc(NC(=O)Cc3ccccc3F)n2)c1	-15%	i	0.6	1.1%	-1%	-3%	6%	-1%	4.7	51	-4%
O=C(Cc1c(O)c2ccccc2[nH]c1=O)OC1CCCCC1	13%	i	0.9	0.1%	2%	7%	-2%	-2%	-0.2	41	-9%
CC1CCCC(C)N1C(=O)CN1C(=O)C(C)(C)Oc2ccc(C(=O)NC3CCCC3)cc21 (centres undefined)	-12%	i	0.4	1.2%	-1%	4%	4%	-2%	1.5	92	-1%
COc1ccc(/C=N/NC(=O)C(C)n2nnc3ccccc32)cc1OC (centres undefined)	-12%	i	0.4	-1.8%	3%	-4%	9%	-24%	0.8	48	-8%
Cc1cc(C(=O)OCC(=O)Nc2ccccc2)c(C)o1	-4%	i	0.6	1.1%	0%	-9%	8%	-6%	-1.0	47	-9%
O=C(Cn1cnc2c(cnn2-c2ccc(F)cc2)c1=O)N1CCN(c2ccccc2)CC1	10%	i	0.9	-0.6%	-8%	-18%	3%	12%	nt	nt	-3%
CCCC(=O)Nc1ccc(Cl)c(NC(=O)C(C)(C)C)c1	8%	i	2.4	0.1%	-4%	-2%	10%	4%	-0.6	58	-4%
